Pol III holo inh – qHTS Assay for Inhibitors of DNA Polymerase III Holoenzyme System | reconstituted DNA polymerase III holoenzyme replication, biochemical | Potency, µM (top dose mostly 57.1 µM), for the others: at the top dose activity change, negative = inhibition | hit rate 0.25% among 71,000 | AID 603, 2007; further: potency means the concentration at half of the fitted maximal effect; on the % scale 0 is the no-effect control and ±100 the full control effect
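Reconstituted *E. coli* holoenzyme (0.35 nM Pol III, 1 nM beta, 154 nM SSB, 2 nM primase) was preincubated with compound for 15 min at RT. Synthesis on 1.4 nM ssM13Gori ran 35 min, then was stopped with PicoGreen/EDTA and read as dsDNA fluorescence.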
BRCT PPI green – qHTS Assay for Inhibitors of BRCT-Phosphoprotein Interaction (Green Fluorophore). Potency, µM (doses to about 76.9 µM), for inactives: top-dose activity change, negative = inhibition, hits mostly inhibitors. hit rate 0.05% among 75,000. Breast cancer type 1 susceptibility protein (Homo sapiens), P38398. BRCA1 BRCT-phosphopeptide binding, green fluorescence polarization;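 further: potency means the concentration at half of the fitted maximal effect; plate controls were peptide without protein for full effect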
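Compounds were incubated for 12 min at room temperature with a complex of 100 nM fluorescein-tagged pBACH1 decapeptide and 250 nM His-tagged BRCT protein. Buffer was phosphate pH 7.3 with EDTA, DTT and Tween 20. Disruption of binding lowers the polarization signal.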
Caspase-7 inhib – qHTS Assay for Allosteric/Competitive Inhibitors of Caspase-7; P55210; recombinant caspase-7, Ac-DEVD-AFC fluorescence rate; hit rate 0.02% among 75,000; Potency, µM (titrated, usually from 57.5 µM), inactives show at the highest dose activity change, negative = inhibition, actives largely listed as inhibitors; AID 889, 2007; active means well fitted inhibition curve with a large enough effect in the main read-out, with a control signal flat, not every such curve was filed as active; inconclusive means small, poorly fitted or top-dose-only effect, or a change in a side signal; further: potency means the concentration at half of the fitted maximal effect; % of control where 0% means no effect
Target sequence (P55210 24-198 limits assumed): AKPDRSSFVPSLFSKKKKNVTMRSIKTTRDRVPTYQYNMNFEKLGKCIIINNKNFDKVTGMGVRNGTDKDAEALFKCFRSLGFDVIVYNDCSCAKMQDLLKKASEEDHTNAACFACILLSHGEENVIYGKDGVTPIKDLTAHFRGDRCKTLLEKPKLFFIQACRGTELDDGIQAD
Target sequence (P55210 207-303 limits assumed): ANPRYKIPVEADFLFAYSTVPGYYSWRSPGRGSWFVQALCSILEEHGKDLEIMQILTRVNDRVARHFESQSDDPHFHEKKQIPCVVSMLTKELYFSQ
HEK293 cAMP ctrl – qHTS Assay for Agonists of the Thyroid Stimulating Hormone Receptor: Activators of Intracellular cAMP Concentrations in Parental HEK 293; parental HEK293 CNG cAMP sensor, membrane potential fluorescence; hit rate 2.5% among 73,000; AID 938, 2007; Potency, µM (titrated, usually from 57.1 µM), for inactives: at the highest dose activation, hits mostly activators; further: potency means the concentration at half of the fitted maximal effect; % of control where 0% means no effect; nearly all actives have a fitted effect of over 55% in size
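Counterscreen for endogenous-receptor signalling: CNG-channel HEK 293 cells report cAMP rise by membrane depolarization. After 60 min dye equilibration with 100 uM RO 20-1724, compounds incubated 30 min before bottom-read fluorescence at 590 nm.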
Tau fil binding – qHTS Assay for Tau Filament Binding; AID 596, 2007; Potency, µM (top dose mostly 57.1 µM), without a hit: at the highest dose activity change, negative = inhibition; recombinant tau filaments, thioflavin S fluorescence, 15 h; filaments grown with octadecylsulfate alongside compound; Microtubule-associated protein tau (Homo sapiens), P10636; hit rate 2% among 71,000;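 further: potency means the concentration at half of the fitted maximal effect; on the % scale 0 is the no-effect control and ±100 the full control effect; actives lower thioflavin S fluorescence by blocking filaments or displacing dye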
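Thioflavine S fluorescence (ex 450, em 510 nm) reports filaments formed from 1 uM human tau plus 30 uM ODS over 15 h at 37 C (10 mM HEPES pH 7.4, 100 mM NaCl, 5 mM DTT); compounds displacing dye or blocking filaments lower signal.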
Casp1 inh – qHTS Assay for Allosteric/Competitive Inhibitors of Caspase-1 | P29466 | Caspase-1 enzyme, Ac-WEHD-AFC fluorogenic rate | hit rate 0.03% among 75,000 | Potency, µM (doses to about 57.5 µM), for inactives: at the highest dose activity change, negative = inhibition, most hits filed as inhibitors | AID 900, 2007;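 further: potency means the concentration at half of the fitted maximal effect; plate controls were vehicle for no effect and no substrate for full effect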
Target sequence (P29466 120-297 limits assumed): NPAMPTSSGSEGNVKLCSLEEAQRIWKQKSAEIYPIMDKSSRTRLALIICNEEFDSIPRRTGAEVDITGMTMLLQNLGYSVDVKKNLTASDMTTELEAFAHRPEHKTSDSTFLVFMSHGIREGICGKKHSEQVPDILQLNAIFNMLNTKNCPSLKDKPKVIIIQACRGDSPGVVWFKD
Target sequence (P29466 317-404 limits assumed): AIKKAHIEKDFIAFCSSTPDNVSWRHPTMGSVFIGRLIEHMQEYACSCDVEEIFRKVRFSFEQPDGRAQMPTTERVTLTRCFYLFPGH
USP2a inh – qHTS Assay for Inhibitors of Ubiquitin-specific Protease USP2a | hit rate 0.1% among 60,000 | USP2a enzymatic assay, qHTS inhibition | Ubiquitin carboxyl-terminal hydrolase 2 (Homo sapiens), O75604 | AID 927, 2007 | Potency, µM (doses to about 38.3 µM), inactives show top-dose activity change, negative = inhibition, most hits filed as inhibitors;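 further: potency means the concentration at half of the fitted maximal effect; nearly all actives have a fitted effect of over 60% in size; plate controls were DMSO for no effect and NEM full inhibition control for full effect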
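Coupled readout: USP2-cleaved Ub-PLA2 (20nM final) turns over NBD C6-HPC (20uM final), Ex 460nm/Em 535nm after 2.5 h, time-zero read flagging artifacts. Enzyme (20nM final, pH 8.0 Tris) given 30 min RT with compound first; NEM defines full inhibition.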
ALOX15 inhib – qHTS Assay for Inhibitors of 15-hLO (15-human lipoxygenase). Polyunsaturated fatty acid lipoxygenase ALOX15 (Homo sapiens), P16050. purified 15hLO-1, xylenol orange hydroperoxide absorbance. Potency, µM (highest dose often 57.1 µM), inactives show top-dose activity change, negative = inhibition, usual class: inhibitors. hit rate 1.4% among 74,000; further: potency means the concentration at half of the fitted maximal effect; on the % scale 0 is the no-effect control and ±100 the full control effect; nearly all actives have a fitted effect of over 55% in size
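Purified human 15hLO-1 (40 nM) in 25 mM Hepes pH 7.5, 0.01% Triton X-100, preincubated 15 min RT with compound, then 50 uM arachidonic acid for 6 min. Hydroperoxide read by ferrous/xylenol orange, 30 min; 573/405 nm absorbance ratio gave progress.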
HADH2 inh – qHTS Assay for Inhibitors of HADH2 (Hydroxyacyl-Coenzyme A Dehydrogenase, Type II). 3-hydroxyacyl-CoA dehydrogenase type-2 (Homo sapiens), Q99714. recombinant HADH2, NADH fluorescence, beta-hydroxybutyryl-CoA. Potency, µM (top dose mostly 57.1 µM), without a hit: at the highest dose activity change, negative = inhibition, actives largely listed as inhibitors. hit rate 3.4% among 73,000. AID 886, 2007; further: potency means the concentration at half of the fitted maximal effect; on the % scale 0 is the no-effect control and ±100 the full control effect; nearly all actives have a fitted effect of over 60% in size; many of its hits are not listed in these tables
Target sequence (Q99714 whole entry, looked up, one chain of several): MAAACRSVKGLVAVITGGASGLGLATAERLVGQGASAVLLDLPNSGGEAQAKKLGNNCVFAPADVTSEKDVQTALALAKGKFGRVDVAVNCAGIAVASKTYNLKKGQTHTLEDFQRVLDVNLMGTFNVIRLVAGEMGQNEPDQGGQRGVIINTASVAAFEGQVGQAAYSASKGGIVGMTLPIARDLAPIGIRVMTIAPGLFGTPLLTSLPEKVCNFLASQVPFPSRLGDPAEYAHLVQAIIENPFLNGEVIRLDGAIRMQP
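20 nM HADH2 + cpd, 15 min RT; add 1 mM NAD+/90 uM beta-hydroxybutyryl-CoA; kinetic fluorescence 360/450 nm, 4 min. Tris-HCl pH 9.0, 0.01% Tween-20.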
Rhodamine fluor – qHTS Assay for Spectroscopic Profiling in Rhodamine Spectral Region | Rhodamine-region fluorescence, 547/598 nm, Tris buffer; hits give high values | max dye-equivalent concentration, M | hit rate 0.05% among 59,000 | AID 594, 2007; in the data active means max dye-equivalent concentration above about 11 nM; inconclusive means between about 1.1 nM and that limit
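Compound fluorescence in 100 mM Tris, pH 8.0, read after 15 min at room temperature with 547 nm excitation and 598 nm emission. Output is dye-equivalent concentration from an on-plate rhodamine standard series.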
BRCT PPI red – qHTS Assay for Inhibitors of BRCT-Phosphoprotein Interaction (Red Fluorophore); Breast cancer type 1 susceptibility protein (Homo sapiens), P38398; BRCT-phosphopeptide binding, red fluorescence polarization; Potency, µM (titrated, usually from 76.9 µM), inactives show at the highest dose activity change, negative = inhibition, actives largely listed as inhibitors; hit rate 0.03% among 75,000; AID 892, 2007; further: on the % scale 0 is the no-effect control and ±100 the full control effect
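Fluorescence polarization: 100 nM His-tagged BRCA1 BRCT with 100 nM TAMRA-labelled phospho-BACH1 decapeptide, phosphate buffer pH 7.3 with 150 mM NaCl, DTT, 0.01% Tween 20; 12 min RT. Binding inhibition seen as FP decrease.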
Active calls of the source: *; i = inactive; ? = inconclusive; · = no result given; [ ] = another dose, or the depositor's remark. Unless noted, the call rests on the fitted dose curve; in most records, active means well fitted curve in the direction sought with a large enough effect; inconclusive means small, poorly fitted or top-dose-only effect, or another doubt; inactive means no such curve, though single readings can be large; an effect the other way counts as inactive or inconclusive.

Each structure is followed by: BRCT PPI green, Tau fil binding, Caspase-7 inhib, HADH2 inh, HEK293 cAMP ctrl, USP2a inh, Rhodamine fluor, Casp1 inh, ALOX15 inhib, Pol III holo inh, BRCT PPI red
CC1(C)C2CCC1(C)C(OC(=O)CCn1ccnc1)C2 (stereo not drawn)
→ -3.0%, -14%, 0%, 8%, 14%, 5%, i, 1%, 20%, 0%, 0.4%
O=C(CSc1nc(O)c(Cc2ccccc2F)c(=O)[nH]1)N1CCCCCC1
→ -2.6%, 3%, 1%, -6%, 0%, -9%, i, 0%, -10%, -1%, -0.2%
Cc1occc1C(=O)Nc1nnc(C(F)(F)F)s1
→ -0.5%, 3%, 0%, 2%, -1%, -6%, i, -3%, 0%, -2%, -1.7%
COc1cccc(C2/C(=C(/O)c3ccc(F)cc3)C(=O)C(=O)N2CCN(C)C)c1 (stereo not drawn)
→ -0.7%, 4%[11.4 µM], 0%, -6%[11.4 µM], 15%[11.4 µM], 4%[7.66 µM], ·, 0%, -7%[11.4 µM], -2%[11.4 µM], 0.4%
CN(C)c1ccc(-c2cncnc2Nc2ccccc2)cc1
→ -2.0%, -16%, -4%, ?, 10%, 24%, i, -3%, ?, -2%, -1.5%
COc1ccc(-c2nnnn2-c2ccccc2OC)cc1
→ -0.9%, 2%, 0%, 12%, 21%, -1%, i, -1%, 1%, -4%, -0.1%
O=c1[nH]c(-c2ccccc2O)nc2c1CCCC2
→ 1.9%, -5%, 0%, 8%, ?, 3%, i, 1%, 7%, -2%, 0.2%
CCCCn1c(N)c(N(CCC(C)C)C(=O)COC(=O)c2ccco2)c(=O)[nH]c1=O
→ -1.4%, 6%, -1%, 5%, 25%, 2%, i, 0%, 4%, -1%, 0.1%
O=CN1CCN(C(C(=O)NC2CCCC2)c2ccc(Cl)cc2)CC1 (stereo not drawn)
→ -2.1%, -6%, 0%, 1%, 8%, 8%, i, 0%, 2%, -6%, -0.2%
C=CC[C@@H]1C=C[C@H](O/N=C(\C)CCN2CCc3nc(-c4ccccc4)c(-c4ccccc4)cc3C2)[C@H](CO)O1
→ -0.1%[15.4 µM], ·, -1%[11.5 µM], 16%[11.4 µM], 27%[11.4 µM], ·, ·, -1%[11.5 µM], 7%[11.4 µM], ·, 1.2%[15.4 µM]
COC(=O)c1ccc(C(NC(=O)OCc2ccccc2)/C(C)=C/[C@@H](C)C(=O)NCc2cc(F)cc(F)c2)cc1 (stereo partly drawn)
→ 0.6%, 36%, -2%, -6%, ?, ·, ·, ?, -10%, -1%, -0.4%
Cc1ccc(N2CC(c3nc4ccccc4n3C)CC2=O)cc1C (stereo not drawn)
→ 3.5%, 3%, -2%, 12%, ?, ·, ·, -2%, 1%, -3%, 0.2%
Cc1c(NC(=O)C(C)N2C(=O)c3ccccc3C2=O)c(=O)n(-c2ccccc2)n1C (stereo not drawn)
→ -1.4%, ·, -2%, 9%, -15%, ·, ·, -1%, 2%, ·, 1.7%
CCS(=O)(=O)N1CCN(C(=O)c2ccc(-c3ccccc3)cc2)CC1
→ 0.1%, 6%, -1%, -10%, ?, 23%, i, -1%, -5%, 1%, -0.7%
N#Cc1c(NC(=O)CSc2nc3ccccc3c(=O)n2Cc2ccco2)sc2c1CCCC2
→ 0.3%, 23%, -1%, -8%, ?, ·, i, -2%, -3%, -1%, 0.4%
CCCCNC(=O)c1ccc(Cc2nc3ccccc3[nH]2)cc1
→ -0.3%, ·, -3%, 10%, -16%, ·, ·, -2%, -9%, ·, 0.5%
Cc1c(NC(=O)C(C)Oc2ncnc3ccccc23)c(=O)n(-c2ccccc2)n1C (stereo not drawn)
→ -1.5%, -7%, 7%, 3%, 0%, -6%, i, 2%, -12%, -4%, -1.5%
COc1ccc(OC)c(CNC(=O)C2CCCN(C(=O)N(C)C)C2)c1 (stereo not drawn)
→ -1.7%, 4%, -3%, 5%, 3%, -1%, i, -2%, 1%, -11%, 0.4%
N#Cc1cccc(NC(=O)N2CCCC3(CCN(C(=O)c4cnccn4)CC3)C2)c1
→ -8.2%, -6%, -1%, -4%, 5%, -6%, i, -1%, 10%, 2%, -0.8%
Cn1nnnc1SCC(=O)N1CCN(c2ccccc2)CC1
→ -3.2%, 4%, -1%, 0%, 7%, -4%, ·, 0%, 1%, 2%, 0.2%
CCOP(=O)(c1ccc(N(C)C)cc1)C(O)c1cc(OC)c(OC)c(OC)c1 (stereo not drawn)
→ -0.2%, -12%, 2%, 6%, -11%, 9%, i, 0%, 1%, -1%, 1.9%
COc1cc(C)c(CN2CCCCC2CO)cc1C (stereo not drawn)
→ -1.7%, 4%[11.4 µM], 0%, 8%[11.4 µM], 13%[11.4 µM], 1%[7.66 µM], ·, -2%, 2%[11.4 µM], -1%[11.4 µM], 1.0%
O=C1CSC(c2nn(-c3ccccc3)cc2-c2cc3ccccc3oc2=O)N1Cc1ccco1 (stereo not drawn)
→ -3.0%, -11%, -7%, ?, 23%, 36%[activator], i, -7%, ?, ?, -1.9%
CCOC(=O)N1CCC(N2C(=O)c3ccccc3C2=O)CC1
→ -1.2%, 6%, 2%, -4%, -1%, ·, ·, 0%, 10%, -2%, 0.1%
COC(=O)c1ccc(CSc2nnc(-c3ccncc3)n2Cc2ccccc2)o1
→ -0.7%, 4%, 0%, 3%, 14%, 10%, i, 2%, 7%, -4%, -1.0%
O=C(NC1CCCCC1NC(=O)c1ccco1)c1ccco1 (stereo not drawn)
→ -1.4%, -10%, -1%[0.00368 µM], -10%, 2%, -10%, i, -1%, 11%, 4%, 1.9%
O=C(CSc1n[nH]c(-c2ccccc2O)n1)N1CCCc2ccccc21
→ -4.0%, 8%, 0%, 8%, ?, 23%, i, -2%, ?, 0%, -1.3%
Cn1c(=O)c2ncn(CC(=O)Nc3cc(C(F)(F)F)ccc3N3CCOCC3)c2n(C)c1=O
→ -1.4%, -2%, -2%, 7%, 19%, 11%, i, 1%, 2%, 5%, -2.4%
O=C(CCC(=O)N1CCN(S(=O)(=O)c2ccccc2)CC1)c1cccs1
→ -0.3%, ?, -5%, 7%, 14%, 22%, i, -1%, -5%, -2%, -1.1%
C[N+]1(CCN=C=NC2CCCCC2)CCOCC1
→ -1.8%[15.4 µM], 1%[11.4 µM], -3%[11.5 µM], -6%[11.4 µM], 2%[11.4 µM], ·, i, 3%[11.5 µM], 4%[11.4 µM], -2%[11.4 µM], 1.3%[15.4 µM]
COc1ccccc1C1c2c(oc3ccc(Cl)cc3c2=O)C(=O)N1c1cc(C)on1 (stereo not drawn)
→ 1.4%, -20%, 1%, 6%, -10%, 4%, i, -10%, 3%, -5%, 0.0%
CCC(=O)Nc1cc(C)c(NC(=O)C23CC4CC(CC(C4)C2)C3)cn1
→ 2.4%, 11%, -2%, -4%, -4%, 4%, i, -4%, -9%, 3%, -0.8%
CCOc1ccccc1Cn1c(=O)oc2ccc(C)cc21
→ 1.4%, 8%, -3%, -4%, 25µM*, -5%, i, -3%, -9%, -7%, 0.3%
CCOc1ccccc1NC=C1C(=O)OC(C)(C)OC1=O
→ -0.9%, -3%, 3%, 2%, -1%, 1%, i, -6%, 3%, -3%, -1.3%
COc1cc(OC)c(C2N(c3cc(C)on3)C(=O)C3CCCN32)cc1OC (stereo not drawn)
→ -0.3%, -6%, 2%, -1%, 8%, 6%, i, -1%, 2%, -6%, 0.0%

These rows are one share of the data, so the mix of outcomes need not match the whole.
